# KB-3-1 tox = KB-3-1 parental cell cytotoxicity | Potency, µM (highest dose often 46.1 µM), for inactives: top-dose activity change, negative = cytotoxic, most hits filed as cytotoxic | 1.4% of 400,000 active | KB-3-1 viability, CellTiter-Glo ATP luminescence, 72 h; also: potency is read from the fitted curve at half-maximal effect; % is scaled to controls: 0 for no effect and ±100 for the full control effect; nearly all actives have a fitted effect of over 60% in size
#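 Cytotoxicity measured as CellTiter-Glo luminescence after 72 h at 37 C. Compound titrations were pinned onto drug-naive KB-3-1 parental adenocarcinoma cells grown in DMEM with 10% FBS, and normalized data fitted to concentration-response curves.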
# HT1080 IDH1KD tx = kills HT-1080 cells with IDH1 knockdown. HT-1080 IDH1 knockdown viability, ATP luminescence, 48 h. Potency, µM (titrated, usually from 46.1 µM), for inactives: top-dose activity, negative = toxicity, usual class: cytotoxic. 2% of 360,000 active. AID 686971;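 also: potency is read from the fitted curve at half-maximal effect; 0% = DMSO wells and -100% = cell-free medium wells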
#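 Knockdown cells (IDH1KD HT-1080) received compounds 2 h after plating at 750 cells/well and were kept 48 h at 37 °C in 5% FBS RPMI. A CellTiter-Glo luminescence read gave % activity for curve fitting.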
# KB-V1 cytotox = kills drug-selected multidrug resistant KB-V1 cells | 3.4% of 400,000 active | Potency, µM (titrated, usually from 46.1 µM), without a hit: at the top dose activity change, negative = cytotoxicity, hits mostly cytotoxic | KB-V1 MDR cells viability, CellTiter-Glo, 72 h; also: potency is read from the fitted curve at half-maximal effect; % is scaled to controls: 0 for no effect and ±100 for the full control effect; nearly all actives have a fitted effect of over 60% in size
#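 Cytotoxicity via CellTiter-Glo luminescence after 72 h compound exposure at 37 degrees C. Cells: drug-selected KB-V1 line, DMEM phenol-red free plus 10% FBS. Compounds tested at multiple concentrations; normalized data fitted to concentration-effect curves.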
# SW480 rereplic = induces DNA re-replication in SW480 colon adenocarcinoma cells | SW480 DNA re-replication, Hoechst DNA content imaging, 48 h | Potency, µM (series often up to 46.1 µM), without a hit: at the top dose re-replication activation, actives largely listed as activators | 1.8% of 340,000 active; also: potency is read from the fitted curve at half-maximal effect; % of control where 0% means no effect; nearly all actives have a fitted effect of over 55% in size
#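 Image-based DNA-content assay: after two days of treatment, nuclei were labelled with the DNA dye Hoechst and imaged, and hits were compounds raising the count of nuclei showing high fluorescence intensity.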
# GLP1R cytotox = cytotoxicity counter-screen for GLP-1 receptor inverse agonists | HEK293 cAMP-luciferase reporter cells, luminescence, 24 h | Potency, µM (top dose mostly 38.3 µM), without a hit: at the highest dose activity change, negative = inhibition, usual class: inhibitors | 0.13% of 410,000 active | AID 624418;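 also: loss of luciferase light is scored as toxicity; potency is read from the fitted curve at half-maximal effect; % is scaled to controls: 0 for no effect and ±100 for the full control effect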
#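 Quantitative HTS format, 1536 wells, 200 cells/uL seeded. Compounds: 23 nL, 24 h, 37 °C. Detection: luciferase reagent, luminescence at 12 min RT; decreased signal taken as cytotoxic.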
# HT1080-NT tox = kills 2HG-producing HT-1080-NT fibrosarcoma cells. HT-1080-NT fibrosarcoma viability, CellTiter-Glo ATP luminescence, 48 h. Potency, µM (highest dose often 46.1 µM), without a hit: at the highest dose activity, negative = less viability, most hits filed as cytotoxic. 1.6% of 360,000 active;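 also: NT is the 2HG producing partner of a matched IDH1 knockdown line; potency is read from the fitted curve at half-maximal effect; 0% = DMSO-treated cells and -100% = media-only wells without cells; nearly all actives have a fitted effect of over 55% in size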
#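 750 cells/well, RPMI + 5% FBS; 2 h settle, compound pin-transfer, 48 h at 37 degrees C. CellTiter-Glo 10 min RT, luminescence. Normalized to DMSO and media-only wells.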
# IL-1B inflam inh = inhibitors of inflammasome signaling (IL-1 beta secretion); activity change, % at 57.5 µM; THP-1 LPS/ATP IL-1B secretion, AlphaLISA, 16 h; active compounds read low; 4.7% of 360,000 active; in the data active = activity change below about -50%; inconclusive = mostly about -30% to -49%; also: % is scaled to controls: 0 for no effect and ±100 for the full control effect
#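 THP-1 cells pretreated 1 hr with compounds (up to 57.5 uM final), then stimulated with LPS (250 ng/mL final) plus ATP (1.25 mM final); secreted IL-1B measured by AlphaLISA after 16 hr, decreased signal indicating inhibition.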
# MCF10A rereplic = induces DNA re-replication in MCF 10a normal breast cells; MCF 10A DNA re-replication, Hoechst nuclear intensity, 48 h; Potency, µM (series often up to 46.1 µM), without a hit: at the highest dose activity, positive = re-replication, usual class: activators; 2.9% of 350,000 active; AID 624296; also: potency is read from the fitted curve at half-maximal effect; % of control where 0% means no effect; nearly all actives have a fitted effect of over 50% in size
# DRD3 agonist = activates the human D3 dopamine receptor | P35462 | max activation, % | D3R DiscoveRx beta-arrestin cells, luminescence, 90 min | 0.58% of 410,000 active; in the data active = max activation above about 30%; also: 0% is about no effect; mostly tested at two doses, the higher about 12 µM
# Target sequence (P35462 whole entry, looked up): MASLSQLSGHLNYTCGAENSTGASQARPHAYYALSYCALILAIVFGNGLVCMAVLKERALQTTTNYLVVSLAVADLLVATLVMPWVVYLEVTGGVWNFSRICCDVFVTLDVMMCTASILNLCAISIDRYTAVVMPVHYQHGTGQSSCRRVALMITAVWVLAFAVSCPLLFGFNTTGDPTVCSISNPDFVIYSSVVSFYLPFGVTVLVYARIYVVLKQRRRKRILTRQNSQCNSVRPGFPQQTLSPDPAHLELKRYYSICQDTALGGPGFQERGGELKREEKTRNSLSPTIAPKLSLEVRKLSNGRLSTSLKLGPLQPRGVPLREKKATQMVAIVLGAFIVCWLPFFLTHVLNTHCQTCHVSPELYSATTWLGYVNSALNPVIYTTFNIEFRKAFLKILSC
#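 Agonist mode: compounds and dopamine controls were applied to plated cells for 90 min at 37 degrees C after an overnight attachment at 1500 cells/well. Luminescent read-out followed 30 - 60 minutes at room temperature with DiscoveRx detection reagent.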
# Numbers without * were called inactive; ? = inconclusive; / = no result given; & = joins results of further samples; [ ] = another dose, or the depositor's remark. Unless noted, calls follow the shape of the dose curve; as a rule, active = well fitted curve in the direction sought with a large enough effect; inconclusive = small, poorly fitted or top-dose-only effect, or another doubt; inactive = no such curve, though single readings can be large; an effect the other way counts as inactive or inconclusive. Compounds as they come; about 11% have a hit in one of these screens.
SMILES | KB-V1 cytotox | KB-3-1 tox | SW480 rereplic | HT1080 IDH1KD tx | IL-1B inflam inh | DRD3 agonist | GLP1R cytotox | HT1080-NT tox | MCF10A rereplic
CCn1c(C(=O)NCc2cccnc2)cc2sc(Cl)cc21 | -18% | 1% | 0% | ? | -11 | -35 | 3% | ? | -22%
CCCC1(c2ccccc2)NC(=O)N(CC(=O)NCc2ccc(OC)cc2)C1=O (stereo not drawn) | ? | -1% | -13% | 16% | -12 | -2 | -11% | 4% | -12%
Cc1cc(N2CCN(C(C(=O)NC3CCCC3)C(C)C)CC2)c2ccccc2n1 (stereo not drawn) | ? | -11% | / | -1% | -11 | -14 | 3% | -15% | /
O=C(Nc1cc(C(=O)Nc2ccccc2C(=O)O)cc(C(=O)Nc2ccccc2C(=O)O)c1)c1ccccc1 | 13% | -3% | -18% | 13% | 33 | 28 | -5% | 6% | 2%
CN1CCN(C(=O)C2CC(=O)N(c3ccc(F)c(Cl)c3)C2)CC1 (stereo not drawn) | -8% | -1% | -16% | -2% | 2 | 2 | -14% | 7% | 1%
CC(=O)N(CCc1ccccc1C)Cc1cc2ccc(C)cc2[nH]c1=O | -10% | -2% | 5% | -1% | -3 | -16 | 2% | -4% | ?
COc1cc2c(cc1OC)CN(C(=O)c1ccccc1C(=O)O)CC2 | -6% | 0% | -10% | -4% | 11 | -4 | -18% | 16% | -1%
COc1ccc(CC(=O)N(c2ccccc2)c2nc(C)cs2)cc1 | 16µM* | -8% | -25% | -4% | ? | 2 | 2% | -6% | 23%
Cc1[nH]c(=O)[nH]c1C(=O)CCCCC(=O)O | 1% | -1% | -5% | 16% | -95* | -1 | -7% | 15% | 4%
Cc1cc(=O)oc2c3c(cc(OCC(=O)NCCC(=O)N[C@@H](C)C(=O)O)c12)OC(C)(C)CC3 | 22% | 10% | -5% | 12% | -1 | 17 | 6% | 15% | 7%
COc1ccc(N(CC(=O)NCCc2ccc(OC)c(OC)c2)S(=O)(=O)c2ccc(OC)c(OC)c2)cc1 | -1% | -3% | -18% | -8% | -7 | 12 | -13% | 14% | -7%
CN(CC(=O)NCc1cccs1)CC(=O)Nc1ccc(F)c(F)c1F | ? | -2% | -3% | -2% | -7 | 4 | 3% | -1% | 0%
CSc1cccc(NC(=O)c2ccc(Cl)nc2)c1 | -4% | 1% | -6% | -4% | 11 | -11 | 0% | -3% | -5%
CCOC(=O)[C@H]1[C@H]2COc3cc(OC)ccc3[C@@H]2N2C(=O)CN(C)C(=O)[C@@]12C | 3% | 10% | -60%[inhibitor] | 8% | 22 | -6 | 11% | 4% | 1%
COc1ccc(-n2nc(C(=O)NCC(=O)NC3CCCCC3)c3ccccc3c2=O)c(OC)c1 | -20% | 16% | 6% | 21% | 10 | 13 | 12% | 18% | -2%
Cc1cccc(OCC(=O)NC(=S)N2CCCc3ccccc32)c1 | 7% | 1% | -9% | -8% | ? | -6 | 4% | -8% | -1%
Cn1c(=O)c2c(SCC(=O)N3CCOCC3)nc(-c3ccccc3F)nc2n(C)c1=O | ? | -8% | -5% | 0% | 0 | 18 | 6% | 4% | 0%
NC(=O)Cc1nc2scc(-c3ccccc3)c2c(=O)[nH]1 | 8% | -4% | 9% | 8% | 0 | 5 | 2% | 1% | ?
COCC(C)OC(=O)C(C#N)c1nc2ccccc2nc1N1CCN(Cc2ccccc2)CC1 (stereo not drawn) | ? | -15% | 15% | 14% | -56* | -9 | 86%[activator] | 8% | 1%
CC(=O)Nc1nc(SCC(=O)NCc2ccc(F)cc2)[nH]c(=O)c1NC(=O)c1cccs1 | -9% | -5% | ? | -4% | -2 | -3 | 8% | -3% | 0%
Cc1cc(OCC(=O)NCCc2ccc(S(N)(=O)=O)cc2)c2c(C)c(C)c(=O)oc2c1 | 0% | 12% | -7% | ? | 18 | 9 | 4% | 1% | -3%
Cc1c(CCOC(=O)c2cc([N+](=O)[O-])cc([N+](=O)[O-])c2)sc[n+]1CC(=O)c1ccccc1 | 20% | 2% | -25% | 8% | 7 | 11 | -19% | 0% | 1%
CCOC(=O)c1cc(C)nnc1C(=O)OCC | 17% | ? | / | 4% | -9 | 0 | -9% | 7% | /
Cn1cnc([N+](=O)[O-])c1Oc1ccccc1 | 10% | 16% | 0% | -15% | ? | -2 | ? | -12% | ?
CCOc1ccccc1NC(=O)c1ccccc1-c1nc(-c2ccccc2)no1 | 8.2µM* | ? | 23µM* | -23% | 26 | 1 | 0% | -8% | 26%
CN1CCN(C2=C(Cl)C(=O)C(c3cnc(N4CCCCC4)s3)=C(Cl)C2=O)CC1 | -19% | -2% | ? | ? | 0 | -2 | -36% | -12% | ?
O=C(CCn1c2c(c3ccccc31)CCCC2)NNC(=O)c1cccc([N+](=O)[O-])c1 | ? | 13% | -5% | -5% | -12 | -3 | -10% | -8% | 3%
Cc1ccc(OCC(=O)N(Cc2cccc(Cl)c2)C2CCS(=O)(=O)C2)cc1C (stereo not drawn) | 1% | -10% | -1% | -15% | 0 | 2 | ? | -2% | 0%
Cc1ccc(-n2nc(C)c3c(C)c(CCC(=O)NCc4ccccc4)c(C)nc32)cc1 | -4% | 0% | 0% | 4% | 21 | 2 | 3% | -1% | -2%
CCOC(=O)C1CCN(C(=O)c2cccc(NC3=NC4CS(=O)(=O)CC4S3)c2)CC1 (stereo not drawn) | 23% | 0% | -14% | 4% | -24 | 3 | 8% | 15% | 6%

# Following part.
SMILES | KB-V1 cytotox | KB-3-1 tox | SW480 rereplic | HT1080 IDH1KD tx | IL-1B inflam inh | DRD3 agonist | GLP1R cytotox | HT1080-NT tox | MCF10A rereplic
Cc1cc(C)cc(N(CC(=O)NC2CCCC2)C(=O)CNC(=O)c2cccs2)c1 | ? | 2% | 8% | 0% | -20 | -3 | 18% | 2% | -5%
CC(C)(C)c1ccc(OCCC(=O)NNC(=O)c2ccccc2)cc1 | 16% | 2% | 0% | -9% | -9 | -5 | 4% | -4% | 0%
Cc1ccc(COn2c(-c3ccc(Cl)cc3Cl)nc3ncccc32)cc1 | -1% | 0% | 23% | ? | -15 | -6 | -29% | ? | ?
CC(=O)C1=CCC(c2ccccc2)N(S(=O)(=O)c2cccc(C)c2)C1 (stereo not drawn) | 4% | -2% | / | -27% | -17 | -5 | 6% | ? | /
COc1ccc(C2C(C(=O)N3CCCCC3)CC(=O)N2c2ccc(OC)cc2)cc1 (stereo not drawn) | -5% | 4% | -11% | 12% | -13 | 9 | -10% | 11% | 2%
COc1ccc(C(=NNc2ccccc2C(=O)O)c2ccc(OC)cc2)cc1 | ? | -9% | -6% | 14% | -9 | 2 | -33% | -3% | ?
O=C(O)/C=C/c1ccc(S(=O)(=O)N2CCN(CCN3C(=O)C4C5C=CC(C5)C4C3=O)CC2)cc1 (stereo not drawn) | -5% | -4% | 0% | 2% | -15 | 4 | 4% | 3% | 2%
CCCCCCC(=O)NNC(=O)CC(=O)Nc1ccccc1C(=O)O | -8% | -7% | ? | -2% | 10 | 0 | -3% | -5% | -4%
C[C@@H]1CN([C@@H](C)CO)S(=O)(=O)c2ccc(Br)cc2O[C@H]1CN(C)Cc1ccccc1F | ? | ? | / | ? | -23 | -4 | 4% | ? | /
COc1cc(C(=O)NC(c2ccccc2)c2ccccc2)cc(OC)c1OC | -28% | 5% | -3% | -14% | 21 | 4 | 4% | -20% | 2%
CSc1ccccc1NC(=O)CN(C)C(=O)Cn1c(=O)oc2ccccc21 | -4% | 8% | ? | 14% | 24 | 7 | 1% | 8% | -9%
Cc1cnc(CNC(=O)c2csc([C@@H]3O[C@H](CO)[C@H](O)[C@H](O)[C@H]3O)n2)cn1 | 6% | 0% | / | 4% | 0 | 0 | -12% | 11% | /
Cc1cc(F)ccc1-c1cc(C(=O)NC(C)C)[nH]n1 | 6% | 0% | / | 16% | -16 | -7 | 1% | ? | /
Cc1ccc(NC(=O)Cc2ccc(-n3cccc3)cc2)c(C)c1 | 21% | 1% | -3% | -1% | -10 | -2 | 2% | -1% | 9%
COc1cc(CN2CCCC(C(=O)c3ccc4c5c(cccc35)CC4)C2)cc(OC)c1O (stereo not drawn) | -1% | ? | ? | -10% | -7 | -20 | -16% | -28% | 21µM*
COc1ccc(C)cc1NC(=O)c1ccc2c(=O)n3c(nc2c1)CCCCC3 | 9% | -6% | 1% | ? | 9 | -2&-4 | 2%&3% | 5% | 14%
O=C(NCc1nc2ccccc2[nH]1)c1ccccc1F | 2% | -3% | 12% | 23% | 1 | -18 | 16% | ? | ?
COC(=O)NCc1ccc(S(=O)(=O)N2CCOCC2)cc1 | -8% | -7% | 2% | -5% | 21 | -11 | 9% | 4% | -11%
CCN(CC)CCn1c(N)cc(=O)[nH]c1=O | 6% | 1% | -3% | -3% | 17 | 0 | 9% | 0% | -4%
CCN1CCN(c2c(Cl)cccc2NC(=O)c2ccco2)CC1 | -16% | -17% | -7% | -11% | -68* | -6 | 16% | -4% | -2%
CC1=C(C(=O)Nc2ccc(C)cc2)C(c2ccccc2Cl)n2nnnc2N1 (stereo not drawn) | -3% | -6% | / | / | / | -8 | 0% | / | /
COc1cc2c(cc1OC)CN(C(=O)CCNC(=O)c1ccccc1Cl)CC2 | -3% | 0% | 12% | 1% | 8 | -3 | 2% | 8% | 0%
Cc1ccc(N2CC(=O)Nc3c(sc4nc(C)cc(C)c34)C2=O)cc1 | -1% | 0% | 2% | 1% | 9 | 1 | 1% | ? | 2%
CCOc1ccc(CC(=O)Nc2c(C(N)=O)oc3ccccc23)cc1OCC | -10% | 12% | -8% | -8% | -7 | 0 | -4% | 0% | -3%
COc1cccc(C(=O)Nc2ncc3c(n2)CC(C)(C)CC3=O)c1 | -5% | ? | -1% | -12% | -4 | -17 | -10% | -13% | 1%
NC(=O)NCCCC(=O)OCC(=O)c1ccc2ccccc2c1 | 0% | -8% | -1% | 5% | 34 | 8 | 9% | -1% | 5%
